# S3 lipid droplet = qHTS Assay for Lipid Storage Modulators in Drosophila S3 Cells | AID 2685 | Drosophila S3 cells, BODIPY lipid droplet fluorescence, 18-24 h; cells fed with added oleic acid | actives 0.64% (n = 320,000) | lipid storage change, negative = inhibition, % at the top dose, mostly 46.1 µM; hits show Potency in µM; active = well fitted inhibition curve with a large enough effect in the signal ratio, with a control signal flat, not every such curve was filed as active; inconclusive = small, poorly fitted or top-dose-only effect, or effect the other way, or a change in a side signal; the % refers to the signal ratio
#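 Drosophila S3 cells loaded with oleic acid (400 uM, as added) and compounds at several concentrations; lipid droplets imaged by 488-nm laser-scanning cytometry, 500–530 nm intensity and object ratio to cell channel. Percent activity normalized to 20 uM Triacsin C.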
# S3 lipid droplet cell count max = also measured in S3 lipid droplet; calls as there; cell number change, %; measured here: cell count max response;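 cells counted by Cell Tracker Red CMTPX staining in the red channel; peak over a dose series mostly up to 46.1 µM; percent activity relative to internal control wells on each plate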
# Starred values were filed as active, the others as inactive; i = inactive; ? = inconclusive; . = not tested or not shown. % is scaled to controls: 0 for no effect and ±100 for the full control effect; potency is read from the fitted curve at half-maximal effect. The list is partial (hit frequency here may not be typical).
SMILES	S3 lipid droplet	S3 lipid droplet cell count max
Cn1cc(S(=O)(=O)CC(=O)N2CCCc3ccccc32)c2ccccc21	?	.
O=C(Nc1ccc(F)cc1)C1CC(=O)n2ncnc2N1 (stereo not given)	?	.
Cc1cccc(C(=O)O)c1[N+](=O)[O-]	?	.
NC(=S)NC(=O)/C=C/c1ccccc1	-0.1%	-10.7
Cc1cc(C(=O)CN2C(=O)NC3(CCCc4ccccc43)C2=O)c(C)n1Cc1ccccc1 (stereo not given)	?	.
COc1ccc(C(=O)C2CCCN(C(=O)c3c4c(nn3C)CCCC4)C2)cc1F (stereo not given)	-2.1%	-5.4
O=C(CSc1nnnn1-c1ccc2c(c1)OCCO2)Nc1nc2c(s1)CCCC2	?	.
CN1C(=O)C2(N=c3ccccc3=N2)c2ccccc21	?	.
CCOc1ccc(NC(=O)C2CCN(S(C)(=O)=O)CC2)cc1	?	.
O=C1C(Cl)=C(N2CCOCC2)C(=O)N1c1cccc(Cl)c1	?	.
CCC(C)n1[nH]c(=O)c2c(C)cc(C)nc21 (stereo not given)	?	.
O=c1[nH]c(/C=C\c2ccccc2F)nc(O)c1[N+](=O)[O-]	?	.
O=C1C(=C2SCCCS2)CC/C1=C\c1ccc(F)cc1	-0.7%	-1.9
COc1ccccc1N1CCN(C2=NS(=O)(=O)c3ccccc32)CC1	?	.
CCOc1ccc(C2CC(c3ccccc3C)n3nc(N)nc3N2)cc1 (stereo not given)	i	.
CN(Cc1ccco1)S(=O)(=O)c1ccc(CN2C(=O)c3cccnc3C2=O)s1	?	.
C/C(Cl)=C\Cn1c(Nc2cccc(C)c2)nc2c1c(=O)n(C)c(=O)n2C	?	.
Cc1cc(C)c(CN2CCC(n3nccc3NC(=O)c3ccccc3Cl)CC2)cc1C	?	.
NS(=O)(=O)c1ccc(NC(=O)COC(=O)/C(=C/c2cccs2)c2cccs2)cc1	-2.2%	3.5
COc1cc2c(cc1OC)CN(CC(=O)Nc1ccc(F)cc1)C(C(=O)O)C2 (stereo not given)	?	.

# More compounds
SMILES	S3 lipid droplet	S3 lipid droplet cell count max
O=C(CSc1nc2ccccc2c(=O)n1CCCN1CCOCC1)Nc1ccc2c(c1)OCO2	?	.
CCCSc1nc(C)c2cc(C)cc(C)c2n1	?	.
CCC(=O)Nc1nnc(-c2ccco2)o1	?	.
COc1ccc2c(c1)CCc1c(C(=O)NCc3ccc(Cl)cc3)noc1-2	-2.2%	3.6
COc1cc2cc(CCOC(=O)c3ccc(F)cc3)oc(=O)c2cc1OC	i	-1.0
CC(C)NC(=O)CC(=O)N/N=C/c1ccc(Br)cc1	-13.4%	.
Cc1nnc(C)c2c(C)n(-c3ccccc3)c(C)c12	?	.
CC(C)(C)[C@@H]1CCC(=O)N(CC[C@H](N=[N+]=[N-])c2ccccc2)CC1	?	.
CC(=O)Nc1cc(C(=O)O)ccc1S(=O)(=O)c1ccc(C)cc1	?	.
CN(C)S(=O)(=O)n1cc(/C=C(\NC(=O)c2ccccc2F)C(=O)N2CCCC2)c2ccccc21	?	.
CCOc1ccccc1NC(=O)COC(=O)C1CC1	?	.
CN(C)S(=O)(=O)c1ccc(C(=O)Nc2ccc(CN3CCCC3)cc2)cc1	?	.
COc1ccc(-c2nc(-c3cccc([N+](=O)[O-])c3O)cc(=O)o2)cc1OC	-1.1%	8.3
CC(C)Nc1ccccc1	?	.
O=C(COC(=O)CCCN1C(=O)c2cccc3cccc(c23)C1=O)Nc1cccc(C(F)(F)F)c1	20.5%	.
COc1ccc(C(=O)NCCc2cn3ccc(C)cc3n2)cc1	i	.
COc1ccc(-c2cc(=O)oc3c(C)c(OCC(=O)N(C)C)ccc23)cc1	i	.
O=C(O)CC/C(=N/NC(=O)c1cccs1)c1ccccc1	?	.
O=C(c1cccn2c(=O)c3ccccc3nc12)N1CCN(Cc2ccc3c(c2)OCO3)CC1	?	.
CC1(C)CC(=O)C(C2c3ccccc3S(=O)(=O)c3ccccc32)C(=O)C1	?	.

# Following part
SMILES	S3 lipid droplet	S3 lipid droplet cell count max
COC(=O)c1cc(NC(=O)c2nccnc2C(=O)O)cc(C(=O)OC)c1	?	.
O=C(NCc1cccs1)C(=O)NCC(c1ccco1)N1CCN(c2ccccc2F)CC1 (stereo not given)	5.3%	-3.1
COc1ccc2oc(C(=O)NCc3cc(OC)c(OC)cc3OC)c(C)c2c1	?	.
O=C(c1ccc(-n2cncn2)c([N+](=O)[O-])c1)N1CCN(S(=O)(=O)c2cccc(F)c2)CC1	?	.
CCC(C)(C)NC(=O)C(c1cccn1C)N(C(=O)Cn1nnc2ccccc21)c1ccccc1OC (stereo not given)	?	.
COc1ccc(OC)c(/C=C/C(=O)N2C(=O)c3cccc(N)c3C2=O)c1	16.4µM*	10.9*
O=C(Nc1ccc(N2CCCCC2)cc1)c1cccnc1	?	.
COc1cccc(C2=NOC(C(=O)Nc3cccnc3Cl)C2)c1OC (stereo not given)	10.3%	-0.3
Cc1cn(S(=O)(=O)c2cc(Br)ccc2Br)cn1	-8.4%	-15.6
CCn1c(C)nc2cc(C(=O)N/N=C/c3ccc(OC)c(O)c3)ccc21	?	.
Cc1ccc(-c2nc(NC(=O)CSc3ncn[nH]3)ns2)cc1	?	.
CC(=O)Nc1ccc(OCC(O)Cn2nc(C)nc2C)cc1 (stereo not given)	?	.
COc1ccccc1CNC(=O)CN1C(=O)COc2ccc(S(=O)(=O)N3CCCCC3)cc21	i	.
Cc1ccc2nc(-c3ccccc3)cc(C(=O)NCC3CCCO3)c2c1 (stereo not given)	?	.
C=C(C(=O)c1ccccc1)C(C)C(=C)C(=O)c1ccccc1	?	.
COc1ccccc1NC(=O)/C(C#N)=C/c1ccncc1	1.16µM*	-3.8*
CNc1nc(SC)nc(N(C#N)CC(=O)OC)n1	4.7%	0.7
C=C(C)C1CC=C(CN2CC(C)OC(C)C2)CC1 (stereo not given)	?	.
Cc1cc(C)n(-c2cc(-c3ccccc3)nc(C)n2)n1	?	.
Nn1c(SCC(=O)Nc2nccs2)nncc1=O	?	.

# Reformatted with each value named: part of the list above
CN(C)S(=O)(=O)n1cc(/C=C(\NC(=O)c2ccccc2F)C(=O)N2CCCC2)c2ccccc21
  S3 lipid droplet: ?; S3 lipid droplet cell count max: .
CCOc1ccccc1NC(=O)COC(=O)C1CC1
  S3 lipid droplet: ?; S3 lipid droplet cell count max: .
CN(C)S(=O)(=O)c1ccc(C(=O)Nc2ccc(CN3CCCC3)cc2)cc1
  S3 lipid droplet: ?; S3 lipid droplet cell count max: .

# The results go on:
SMILES	S3 lipid droplet	S3 lipid droplet cell count max
COc1cc(-c2nnc3n(CCc4ccccc4)c(=O)c4ccccc4n23)cc(OC)c1OC	?	.
CCN(CC(=O)Nc1ccc(NC(C)=O)cc1)C(=O)COc1ccc(C(=O)c2ccccc2)cc1	3.7%	-11.6
O=C(Nc1ccccc1)c1cnc2n(c1=O)CCS2	18.9%	2.7
COc1ccc(-c2oc(=O)c3cc(OC)c(OC)cc3c2-c2cc(F)cc(OC)c2)cc1	?	.
CC1CCCN(S(=O)(=O)c2ccc(C(=O)Nc3nnc(-c4ccco4)o3)cc2)C1 (stereo not given)	i	-4.7
COc1nc(-c2ccc(Cl)cc2)ccc1-c1noc(-c2ccco2)n1	i	.
Cc1ccc2[nH]c3c(c2c1)CN(C(=O)CN1CCN(Cc2ccc4c(c2)OCO4)CC1)CC3	?	.
CCCCC(=O)Nc1nnc(S(=O)(=O)N(CC)c2ccc(OC)cc2)s1	i	.
CCn1nnnc1SCC(=O)N1CCN(c2ccccc2)CC1	8.9%	.
C(=C\c1nc2ccccc2[nH]1)/c1ccccc1	2.5%	4.5
Cc1ccccc1NC(=O)C12CC3CCC1(C)C3(C)CO2 (stereo not given)	i	.
Cc1c(C(=O)N2CCCCC2)oc2ccc(S(=O)(=O)N3CC(C)CC(C)C3)cc12 (stereo not given)	?	.
CCOc1ccc(/C(O)=C2/C(=O)C(=O)N(c3ccccn3)C2c2ccc(Cl)cc2)c(C)c1 (stereo not given)	5.8%	-12.3
Cc1ccc(S(=O)(=O)CCC(=O)c2ccc(O)cc2O)cc1	?	.
COc1ccc(S(=O)(=O)Cc2ccc(C(=O)N3CCC(C(N)=O)CC3)o2)cc1	?	.
COc1ccc(S(=O)(=O)N(C)c2ccccc2)c2cccnc12	?	.
CCOC(=O)c1c(NC(=O)CSc2nc3ccccc3c(=O)n2-c2ccc(F)cc2)sc(C(C)=O)c1C	25.4%	.
CC(=O)Nc1ccc(NC(=O)CSc2nc(C)nc3sc(C)c(C)c23)cc1	?	.
CC(C)c1ccc(C(C)NC(=O)C2CCCC2)cc1 (stereo not given)	i	-17.2
CC(=O)c1ccccc1OC(=O)CCN1C(=O)c2ccccc2C1=O	-1.9%	-0.8

# Additional records:
# The line under a structure holds: S3 lipid droplet | S3 lipid droplet cell count max
Cc1ccc(N2CCN(S(=O)(=O)N3CCCCCC3)CC2)cc1Cl
 : 2.2% | 8.6
Cc1ccc(CNC(=O)Cn2c(=O)oc3ccccc32)o1
 : ? | .
CCCCCn1nc(C(=O)OCC(=O)c2c(N)n(C)c(=O)n(C)c2=O)c2ccccc2c1=O
 : ? | .
CSCC[C@H](NC(=O)Nc1ccccc1C)C(=O)O
 : ? | .
COc1ccc(-n2c(SCC(=O)NCC3CCCO3)nc3c(c2=O)SCC3)cc1 (stereo not given)
 : ? | .
Cc1cc(C(=O)NNC(=O)CN2C(=O)NC(C)(c3ccccc3)C2=O)c(C)o1 (stereo not given)
 : 14.5% | 15.3
Cc1ccc(S(=O)(=O)/N=C(/Sc2ccccc2C(=O)O)c2ccccc2)cc1
 : ? | .
COc1ccccc1CNC(=O)CCCC(=O)n1ncc2cc(C)ccc21
 : ? | .
Cc1cccc(C(=O)/C=C2/c3ccccc3CC(C)(C)N2C)c1
 : -11.3% | -26.5
COc1cc(C(=O)O)c2ccccc2n1
 : ? | .

# Single records (already shown). Screens in order: S3 lipid droplet, S3 lipid droplet cell count max
# Entry for COc1cc(C(=O)O)c2ccccc2n1 = ?, .
# Entry for COc1ccc(-n2c(SCC(=O)NCC3CCCO3)nc3c(c2=O)SCC3)cc1 (stereo not given) = ?, .
# Entry for COc1ccccc1CNC(=O)CCCC(=O)n1ncc2cc(C)ccc21 = ?, .
# Entry for CCCCCn1nc(C(=O)OCC(=O)c2c(N)n(C)c(=O)n(C)c2=O)c2ccccc2c1=O = ?, .

# The listing continues:
# The line under a structure holds: S3 lipid droplet | S3 lipid droplet cell count max
Cc1occc1C(=O)Nc1sc2c(c1C(N)=O)CCCCC2
 : i | -25.8
CCOC(=O)c1c(C)n(C)c2cc(-c3ccc(C)cc3)c(O)cc12
 : ? | .
Cc1nc(-c2nc(C(=O)NNS(C)(=O)=O)cs2)cs1
 : 7.2% | -7.5
C=CCNC(=S)NCC=C
 : -16.4% | -0.7
CCOC(=O)c1nnn(CC(=O)N2N=C(c3cccc4ccccc34)CC2c2ccccc2)c1C(=O)OCC (stereo not given)
 : 4.3% | -12.3
COc1ccc(C(=O)NCC(=O)NCC(=O)OCC(=O)C(C)(C)C)cc1
 : ? | .
CCOC(=O)c1sc(CS(=O)(=O)c2ccc(Cl)cc2)nc1C
 : 7.7% | 21.3
CC(NCC(O)COc1ccc(S(=O)(=O)N2CCOCC2)cc1)c1ccccc1 (stereo not given)
 : ? | .
CCOC(=O)c1cc(-c2ccccc2)sc1NC(=O)CCN1C(=O)c2ccccc2C1=O
 : ? | .
O=C1C=C(c2ccc3cc[nH]c3c2)C[C@@H](c2ccc3c(c2)OCO3)C1
 : 43.4% | -1.0

# Remaining list, next part
# The line under a structure holds: S3 lipid droplet | S3 lipid droplet cell count max
CCc1ccc(OCC(=O)O/N=C(\N)c2ccccn2)cc1
 : 6.4% | 12.3
CCN(CC)CCN(Cc1cc2ccc(C)cc2[nH]c1=O)C(=O)NC1CCCCC1
 : -12.2% | 18.4
O=C1CCc2cc(S(=O)(=O)NC(Cc3ccccc3)C(=O)NC3CCCCC3)ccc2N1 (stereo not given)
 : ? | .
CCOC(=O)C(=CNNc1c(C)csc1C(=O)OC)C(=O)OCC
 : 7.3% | 12.5
Cc1[nH]nc2c1C(c1ccccc1)C1=C(CC(C)(C)CC1=O)N2 (stereo not given)
 : 14.8% | 10.2
O=S(=O)(NCc1ccco1)c1ccc2c(c1)Cc1ccccc1-2
 : ? | .
O=C(O)CC/C(=N/NC(=O)c1ccc(-c2ccccc2)cc1)c1ccccc1
 : ? | .
Cc1cc(=O)[nH]c2nnc(-c3ccc(Br)cc3)n12
 : -1.2% | 8.0
O=C(c1ccc(F)cc1)N1CCN(C(=O)c2cccnc2)CC1
 : ? | .
COc1ccc(C(=O)C(C)OC(=O)c2nc3nccc(C)n3n2)cc1 (stereo not given)
 : ? | .

# (next part)
# The line under a structure holds: S3 lipid droplet | S3 lipid droplet cell count max
Cc1ccnc(NS(=O)(=O)c2cnc(Cl)c(Br)c2)c1
 : ? | .
COc1cc(S(=O)(=O)N2CCN(C)CC2)c(OC)cc1Cl
 : ? | .
COc1ccc(C(=O)Nc2cccnc2Cl)cc1OC
 : 0.9% | -16.2
O=C(Nc1ccc(S(=O)(=O)NC2=NCCCCC2)cc1)c1cc(S(=O)(=O)N2CCOCC2)ccc1F
 : ? | .
CCCCN(C(=O)C1CC(=O)N(Cc2ccc(C)cc2)C1)c1c(N)n(CCCC)c(=O)[nH]c1=O (stereo not given)
 : i | 2.3
CC(C)(CSc1ncccn1)NS(=O)(=O)c1ccccc1
 : ? | .
Cc1ccc2nc(C)cc(N/N=C/c3ccc(F)cc3)c2c1
 : -17.6% | 4.2
Cc1nn(-c2ccccc2)c(Cl)c1C(=O)Nc1c(C)n(C)n(-c2ccccc2)c1=O
 : -19.7% | -11.1
COc1ccc(S(=O)(=O)n2nc(OCc3cccs3)cc2N)cc1
 : -11.5% | 4.9
